ER stress rescue: protection against thapsigargin-triggered cell killing – 384-well, CSM14.1, ATP luminescence, primary screen (AID 1222); CSM14.1 thapsigargin-induced death rescue, ATP luminescence; higher % means a stronger effect; cellular ATP content (survival), % at 20 µM, or EC50 in µM where a hit was titrated; 190,000 tested, under 10 active;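 active means EC50 below 50 µM in the dose-response confirmation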;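 further: death triggered by thapsigargin at about 15 µM added after 2 h compound pretreatment; cell ATP read after overnight thapsigargin exposure of roughly 18 to 22 hours; normalized against plate controls of thapsigargin alone and 5% DMSO vehicle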
SV40 large T antigen: TAg ATPase/helicase activity blockers – biochemical (AID 1903) | SV40 large T antigen ATPase/helicase inhibition assay; higher % means a stronger effect | inhibition, % at 20 µM; hits with a dose series show IC50 in µM | actives 0.39% (n = 310,000); in the data active means a potency from the dose series; inconclusive means inhibition mostly from about 32% at the one dose, without a potency; inactive means the rest, 99 in 100 with inhibition below about 32%; further: strong numbers were not always called active
MgcRacGAP inhibition: MgcRacGAP GTPase-activating activity inhibitors, confirmation, biochemical, ADP Hunter fluorescence | inhibition, % at 30 µM, or IC50 in µM where a hit was titrated | MgcRacGAP-stimulated Rac1 GTP hydrolysis, ADP Hunter fluorescence; higher % means a stronger effect; GST-tagged Rac1 F28L mutant substrate | actives 0.6% (n = 340,000);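 active means first-screen hits whose inhibition reached a set limit at any dose in the follow-up dose series; inconclusive means inhibition above the set first-screen limit but never retested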;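 further: fluorescence reports GDP produced by GAP-driven GTP hydrolysis; strong numbers were not always called active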
West Nile antiviral: West Nile virus antiviral activity, cell-based, CPE readout (AID 1621) | West Nile virus-infected cells, CPE inhibition; higher % means a stronger effect | one-dose CPE inhibition, % at 10 µM; IC50 in µM for titrated hits | actives 0.02% (n = 290,000); in the data active means a potency from the dose series; inconclusive means CPE inhibition mostly from about 3.7% at the one dose, without a potency; inactive means the rest, 99 in 100 with CPE inhibition below about 2.2%; further: strong numbers were not always called active
GPR35 antagonists: inhibition of zaprinast-stimulated GPR35 beta-arrestin translocation – imaging, U2OS, beta-arrestin-GFP, zaprinast agonist, primary screen (AID 2058). actives 0.052% (n = 290,000). U2OS GPR35 beta-arrestin-GFP translocation imaging, zaprinast antagonism; higher % means a stronger effect. inhibition, % at 10 µM; hits with a dose series show IC50 in µM;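 active means inhibition of at least 50% with at least 30 cells and total cytoplasm GFP at most 10,000,000; inconclusive means under 30 cells or total GFP of 10,000,000 plus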
PhoP inhibition: PhoP-dependent GFP reporter repression – Salmonella Typhimurium, primary screen (AID 1863); S. Typhimurium PhoP-regulated promoter GFP reporter, 4 h; higher % means a stronger effect; one-dose inhibition, % at 50 µM; IC50 in µM for titrated hits; actives 0.16% (n = 300,000);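 active means inhibition over 29.93%, a cutoff 3 SD above the screen mean, later confirmed by dose response; inconclusive means inhibition over 29.93% but no dose response follow-up; inactive means inhibition at most 29.93% or unconfirmed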;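 further: 0% = low Mg2+ inducing control and 100% = high Mg2+ repressing control; strong numbers were not always called active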
RSV antiviral HEp-2: RSV antiviral activity via CPE protection, HEp-2 cells, primary 10 µM value included (AID 2391). HEp-2 cells, RSV-induced CPE inhibition; higher % means a stronger effect. CPE inhibition, % at 10 µM; hits with a dose series show IC50 in µM. actives 0.13% (n = 310,000); in the data active means a potency from the dose series; inconclusive means CPE inhibition mostly from about 23% at the one dose, without a potency; inactive means the rest, 99 in 100 with CPE inhibition below about 21%; further: strong numbers were not always called active
LYP inhibition: PTPN22 lymphoid phosphatase activity blockers – biochemical, fluorescence intensity, uHTS (AID 1779); recombinant LYP phosphatase, fluorescence intensity; higher % means a stronger effect; inhibition, % at 11.5 µM; hits with a dose series show IC50 in µM; actives 0.054% (n = 290,000); in the data active means inhibition above about 50%;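 further: plate controls were vehicle with enzyme for no effect and no enzyme for full effect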
NS5 inhibitors: Dengue-2 NS5 methyltransferase inhibitors, primary screen, biochemical, confirmation dose response (AID 588689). Dengue-2 NS5 methyltransferase capping enzyme assay, biochemical; higher % means a stronger effect. inhibition, % at 25 µM; hits with a dose series show IC50 in µM. actives 0.3% (n = 340,000); in the data active means a potency from the dose series; inconclusive means inhibition above about 29% without an active follow-up result
NS5 inhibitors pilot replicate: second read-out of NS5 inhibitors, no call of its own (marks repeat the call); inhibition, %; measured here: pilot screen replicate inhibition
* = called active by the depositor; ? = inconclusive; . = no result given.

SMILES	ER stress rescue	SV40 large T antigen	MgcRacGAP inhibition	West Nile antiviral	GPR35 antagonists	PhoP inhibition	RSV antiviral HEp-2	LYP inhibition	NS5 inhibitors	others
Cn1cccc1/C=N/n1c(-c2ccc(C(C)(C)C)cc2)n[nH]c1=S	-0.9%	3%	17%	1.2%	7%	-4%	?	1%	-16%
COc1ccc(/C=C/C(=O)NCCCNC(=O)/C=C/c2ccc(OC)c(OC)c2)cc1OC	.	11%	13%	.	.	.	2.7%	.	1%
Cc1cc(C)n2nc(SCC(=O)Nc3c(C)nn(-c4ccccc4)c3C)nc2n1	-1.5%	15%	2%	1.5%	10%	5%	0.7%	-2%	-6%
COc1ccc(NC(=O)C(NC(C)=O)C(=O)NCc2ccccc2Cl)cc1 (centres undefined)	-2.1%	11%	5%	0.2%	-2%	0%	1.6%	1%	-2%
CCc1c(C)sc(NC(=S)Nc2cccnc2)c1C(=O)OC	3.1%	11%	15%	0.0%	5%	-8%	-1.1%	-5%	-4%
O=C(Nc1ccc(N2CCOCC2)cc1)c1ccccc1SCC(=O)N1CCCC1	-0.2%	13%	2%	-0.4%	6%	-3%	2.1%	-5%	-5%
O=C(/C=C/c1cccc([N+](=O)[O-])c1)NCC1CCCO1 (centres undefined)	1.4%	1%	10%	0.0%	-5%	4%	1.2%	-8%	4%
O=C1c2ccccc2C(O)(Cc2ccccc2)N1C1CCCCC1 (centres undefined)	-1.1%	4%	.	0.0%	6%	-2%	0.9%	4%	.
CC(C)CNC(=O)CC(c1ccccc1)c1ccccc1	-0.7%	9%	2%	-0.4%	10%	-7%	0.0%	-3%	-5%
CCN(CC)CCN(Cc1cc2cccc(C)c2[nH]c1=O)C(=S)Nc1ccccc1	-1.6%	7%	5%	-0.8%	25%	0%	-0.7%	-12%	-2%
C/C(=N/NC(=O)c1ccc2c(c1)OCO2)c1ccc(Br)s1	5.2%	2%	9%	0.5%	4%	-9%	1.0%	-9%	-2%
CC(=O)Nc1cccc(NC(=O)CSc2nnnn2Cc2ccccc2)c1	-0.8%	0%	1%	0.2%	17%	1%	?	-10%	0%
Cc1ccc2nc(-c3ccc(SCC(=O)Nc4cc(C)on4)nc3)[nH]c2c1	0.5%	15%	9%	0.1%	9%	-9%	6.0%	2%	-11%
CCN1CCN(S(=O)(=O)c2ccc(-c3cc(C)no3)s2)CC1	.	1%	6%	-0.6%	16%	-4%	3.5%	-9%	-3%
CC(C)COc1ccc(/C(O)=C2/C(=O)C(=O)N(CCN(C)C)C2c2ccncc2)cc1 (centres undefined)	0.4%	3%	14%	-0.5%	9%	-6%	0.4%	1%	-6%
Cc1nc2ccc(NS(=O)(=O)c3ccc4c(c3)OCCO4)cc2s1	-0.7%	2%	10%	-0.4%	-6%	10%	-0.4%	-5%	-1%
CN(C(=O)c1ccc(OC2CCN(CCc3ccccc3)CC2)cc1)C1CCOCC1	-1.2%	-4%	8%	-1.3%	-7%	18%	-1.0%	0%	1%
CCN(CC)S(=O)(=O)c1ccc(Cl)c(NC2=NCCCCC2)c1	0.6%	10%	1%	-0.9%	-2%	5%	-0.7%	-1%	-5%
Cc1cccnc1NC(=O)c1ccc(S(=O)(=O)N2CCC(C)CC2)cc1	.	7%	5%	.	.	7%	0.9%	.	5%
Cc1nn(C)c(C)c1N=Cc1c(O)ccc2ccccc12	0.5%	10%	0%	0.3%	-8%	-4%	3.0%	0%	-2%
COc1cc2c(cc1OC)C(c1ccccc1)N(C(=O)c1ccccc1)CC2 (centres undefined)	.	27%	15%	-1.5%	6%	3%	3.2%	-1%	-9%
COCCCn1c(=O)c2ccccc2n(CC(=O)Nc2ccc3c(c2)OCCO3)c1=O	.	4%	11%	-0.1%	-4%	-5%	1.7%	-7%	-1%
CCC(=O)NC(=S)Nc1cccc(-c2nc3ncccc3o2)c1	-1.2%	4%	0%	-0.3%	-6%	3%	0.6%	-3%	1%
Cc1nc(N2CCN(Cc3ccc4c(c3)OCO4)CC2)nc2c1C(=O)CC(c1ccco1)C2 (centres undefined)	-1.0%	5%	10%	-0.3%	21%	36%	6.6%	5%	5%
CCOC(=O)c1sc(NC(=O)c2cc(S(=O)(=O)N3CCOCC3)ccc2C)nc1C	1.6%	18%	8%	-0.6%	-4%	5%	2.4%	-1%	-2%

A draw from above in order of length of the SMILES, lowest first.
SMILES	ER stress rescue	SV40 large T antigen	MgcRacGAP inhibition	West Nile antiviral	GPR35 antagonists	PhoP inhibition	RSV antiviral HEp-2	LYP inhibition	NS5 inhibitors	others
COc1ccc(NC(=O)C(NC(C)=O)C(=O)NCc2ccccc2Cl)cc1 (centres undefined)	-2.1%	11%	5%	0.2%	-2%	0%	1.6%	1%	-2%
Cn1cccc1/C=N/n1c(-c2ccc(C(C)(C)C)cc2)n[nH]c1=S	-0.9%	3%	17%	1.2%	7%	-4%	?	1%	-16%
CN(C(=O)c1ccc(OC2CCN(CCc3ccccc3)CC2)cc1)C1CCOCC1	-1.2%	-4%	8%	-1.3%	-7%	18%	-1.0%	0%	1%

Additional structures.
SMILES	ER stress rescue	SV40 large T antigen	MgcRacGAP inhibition	West Nile antiviral	GPR35 antagonists	PhoP inhibition	RSV antiviral HEp-2	LYP inhibition	NS5 inhibitors	others
Cc1ccc(S(=O)(=O)N(CC(=O)Nc2cc(C)ccc2C)C(=O)N2CCN(C)CC2)cc1	.	11%	7%	.	.	2%	-2.5%	.	-8%
COc1cc(OC)c(C2N(c3ccccn3)C(=O)C3CCCN32)cc1OC (centres undefined)	1.4%	-6%	7%	0.0%	2%	15%	1.9%	-2%	-2%
O=C(NCc1ccccn1)c1cc(Br)ccc1Cl	-0.7%	3%	-1%	1.5%	-5%	2%	-0.2%	-9%	-8%
CN1C2=CC=CC=CC2=[N+](C)C12C=CC(=[N+]([O-])[O-])C=C2[N+](=O)[O-] (centres undefined)	-0.3%	7%	8%	0.8%	14%	2%	?	0%	0%
Nc1nonc1-n1nnc(C(=O)N/N=C/c2ccc(O)cc2)c1COc1ccc(F)cc1	.	16%	3%	0.4%	-9%	-7%	-0.2%	0%	-11%
Cc1cccc(N2CC(C(=O)Nc3ccc4c(c3)OCO4)CC2=O)c1C (centres undefined)	0.2%	31%	5%	-0.4%	0%	-9%	0.8%	-11%	-3%
COc1ccc(C2CC(c3cccs3)=NN2C(=S)Nc2ccccc2)cc1OC (centres undefined)	1.3%	8%	-2%	-0.7%	-16%	23%	6.5%	11%	-4%
c1ccc(-c2cn3c(n2)SCC3)cc1	-2.4%	1%	11%	0.1%	-1%	2%	1.1%	-6%	-9%
CCC(C(=O)NCCN1CCN(C)CC1)n1c(C)c2cnn(-c3ccccc3)c(=O)c2c1C (centres undefined)	-0.5%	13%	-7%	0.7%	-14%	-17%	-0.9%	2%	-8%
Cc1ccc(NC(=O)CCS(=O)(=O)c2ccc3c(c2)NC(=O)C(C)S3)nc1 (centres undefined)	.	-6%	11%	-0.4%	6%	-3%	2.9%	-3%	-1%
Cc1ccc(C2(c3noc(CN(C)Cc4cccnc4)n3)CCCC2)cc1	-1.1%	15%	8%	-0.5%	12%	-2%	5.4%	-9%	2%
COc1ccc2c(c1)c(=O)oc1cc(OCC(=O)N3CCC(C)CC3)ccc12	-2.2%	7%	4%	1.0%	-15%	-17%	5.8%	-15%	0%	NS5 inhibitors pilot replicate=7.2
CCN1CCCC(OC(=O)C(c2ccccc2)c2ccccc2)C1 (centres undefined)	.	5%	-3%	.	.	7%	-1.9%	.	-4%
CSCCC(NC(=O)c1ccco1)C(=O)OC(C)C(=O)NC(=O)NC1CCCCC1 (centres undefined)	.	2%	12%	-0.1%	-16%	-5%	0.3%	3%	-3%
O=C(COc1ncnc2cc(Cl)ccc12)c1ccccc1	.	10%	14%	-0.3%	-9%	-8%	.	-3%	2%
CCCCNC(=O)c1ccc(CS(=O)(=O)c2ccccc2OC)o1	.	-2%	5%	-0.4%	10%	-5%	-0.2%	-6%	1%
CC(C)(C)OC(=O)[C@H](Cc1ccccc1)NC(=O)c1nc[nH]c1C(=O)N1CCN(C(=O)OC(C)(C)C)CC1	.	10%	12%	-1.6%	-5%	-10%	?	-10%	-4%
COc1cc(-c2nc3ccccn3c2/N=C/c2ccc(F)cc2)ccc1O	-3.4%	14%	15%	-0.3%	6%	-3%	0.6%	1%	-1%
CCc1ccc(N=C2NC(=O)/C(=C/c3cc(OC)c(OC)c(OC)c3)S2)cc1	.	3%	11%	0.3%	18%	-1%	44%	-6%	-3%
COc1ccc(NC(=O)Nc2nc3c(s2)CCCC3)cc1	-1.3%	14%	12%	-0.8%	-8%	8%	?	-1%	-17%
CCCCn1c(N)c(N(CC(C)C)C(=O)C2CCN(S(=O)(=O)c3ccc(C)cc3)CC2)c(=O)[nH]c1=O	.	5%	10%	.	.	5%	-2.3%	.	6%
CCOC(=O)N1CCC(=NNC(=O)c2cc3ccccc3cc2O)CC1	-0.3%	15%	24%	1.7%	-4%	29%	2.3%	18%	-6%
CC(=O)Oc1ccc(C(=O)Nc2ccccc2C(=O)NCC(C)C)cc1	5.9%	10%	-15%	0.5%	-9%	5%	1.8%	-6%	-7%
O=C(c1ccc(NC(=S)NCc2ccco2)cc1)N1CCOCC1	-0.7%	5%	4%	-0.1%	-6%	1%	0.3%	-4%	-2%
Cc1ccc(Nc2nc(-c3cccnc3)cs2)cc1C	.	10%	2%	-1.0%	-2%	15%	2.5%	-5%	-5%
Cc1ccc(NS(=O)(=O)c2ccc3[nH]c(=O)oc3c2)c(C)c1	.	8%	-19%	0.0%	6%	-2%	.	-5%	2%
CC(=O)C1=C(C)Nc2ncnn2C1c1ccc(F)cc1 (centres undefined)	.	28%	5%	-0.3%	10%	2%	0.3%	-4%	-11%	NS5 inhibitors pilot replicate=0.6

No new results follow: entries from further up.
SMILES	ER stress rescue	SV40 large T antigen	MgcRacGAP inhibition	West Nile antiviral	GPR35 antagonists	PhoP inhibition	RSV antiviral HEp-2	LYP inhibition	NS5 inhibitors	others
CCOC(=O)N1CCC(=NNC(=O)c2cc3ccccc3cc2O)CC1	-0.3%	15%	24%	1.7%	-4%	29%	2.3%	18%	-6%
CC(=O)Oc1ccc(C(=O)Nc2ccccc2C(=O)NCC(C)C)cc1	5.9%	10%	-15%	0.5%	-9%	5%	1.8%	-6%	-7%
O=C(c1ccc(NC(=S)NCc2ccco2)cc1)N1CCOCC1	-0.7%	5%	4%	-0.1%	-6%	1%	0.3%	-4%	-2%
Cc1ccc(Nc2nc(-c3cccnc3)cs2)cc1C	.	10%	2%	-1.0%	-2%	15%	2.5%	-5%	-5%
Cc1ccc(NS(=O)(=O)c2ccc3[nH]c(=O)oc3c2)c(C)c1	.	8%	-19%	0.0%	6%	-2%	.	-5%	2%
CC(=O)C1=C(C)Nc2ncnn2C1c1ccc(F)cc1 (centres undefined)	.	28%	5%	-0.3%	10%	2%	0.3%	-4%	-11%	NS5 inhibitors pilot replicate=0.6

Screening results from PubChem BioAssay.
